Screening results as filed in PubChem.
TbMetRS inhib – T. brucei MetRS inhibitors, primary screen, biochemical, luminescence; methionyl-tRNA synthetase (Trypanosoma brucei brucei); purified T. brucei MetRS, ATP depletion, Kinase-Glo luminescence; inhibition, % at 11.9 µM; 360,000 compounds, 0.4% hits; AID 624268, 2012;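 active means inhibition above a per-plate cutoff of the control wells' mean inhibition plus 3 SD, cut at about 5.5% in these data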;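 further: 0% = DMSO wells median and 100% = median of wells with control inhibitor compound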
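technique = Kinase-Glo luminescence, ATP depletion format | system = purified MetRS (methionyl-tRNA synthetase) enzyme from Trypanosoma brucei | timing = 15 min preincubation, 2 h reaction, all 25 °C | evaluation = percent inhibition versus plate control medians | dosing = single dose, 11.9 µM final nominal, 0.9% final DMSO | also added = substrates ATP, L-methionine and bulk Escherichia coli tRNA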
PABP1 MLLE inh – inhibitors of PABP1 MLLE–PAM2 peptide binding, primary screen, biochemical, fluorescence polarization, FITC-PAM2, GST-MLLE; inhibition, % at 20 µM; 360,000 compounds, 0.36% hits; Polyadenylate-binding protein 1 (Homo sapiens), P11940; in the data active means inhibition above about 35%, passing the limit was not always enough;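 further: plate controls were DMSO wells with GST-MLLE for no effect and wells lacking GST-MLLE protein for full effect; some results filed as inactive read as strong as hits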
SUMO1 PPI mod – modulators of SUMO1 protein-protein interactions, primary screen, biochemical, uHTS; inhibition, % at 20 µM; AID 602429, 2012; 360,000 compounds, 0.33% hits; SUMO1 binding to a labelled peptide, TR-FRET, 1 h; Small ubiquitin-related modifier 1 (Homo sapiens), P63165; in the data active means inhibition above about 37%
Rpn11 inh – Rpn11 (PSMD14) deubiquitinase inhibitors, primary screen, biochemical, fluorescence polarization, uHTS; 26S proteasome non-ATPase regulatory subunit 14 (Homo sapiens), O00487; human 26S proteasome, Ub4-pepOG fluorescence polarization; 20S core pre-blocked with epoxomicin; calls only at 20 µM; 360,000 compounds, 0.59% hits;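 active means inhibition at 20 µM, scaled to each plate's controls, above about 33%, limit read from the data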
NadD inh – inhibitors of S. aureus NadD, primary screen, biochemical, colorimetric, uHTS; Nicotinate-nucleotide adenylyltransferase NadD (Staphylococcus aureus N315); purified NadD enzyme, colorimetric absorbance read-out; inhibition, % at 20 µM; 360,000 compounds, 0.78% hits; in the data active means inhibition above about 26%; further: some compounds past the cut are filed as inactive
Scp1 inh – Scp-1 phosphatase inhibitors, primary screen, biochemical, colorimetric, uHTS | Carboxy-terminal domain RNA polymerase II polypeptide A small phosphatase 1 (Homo … | Recombinant Scp1, phosphopeptide, malachite green phosphate absorbance | inhibition, % at 20 µM | 340,000 compounds, 0.88% hits | AID 493091, 2011;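 active means inhibition above about 50% at 20 µM, limit read from the data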;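 further: plate controls were DMSO wells with enzyme for no effect and wells lacking enzyme for full effect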
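Test system: SCP-1 phosphatase catalytic domain, residues 76-261 | Compound dosing: One concentration, 20 µM, with 1.0% DMSO | Schedule: 45 min room-temperature reaction, 5 min colour, 30 min stabiliser | Detection: Absorbance at 630 nm | Read-out basis: % inhibition of SCP-1 phosphate liberation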
CSN deneddyl inh – inhibitors of CSN-mediated cullin deneddylation, primary screen, biochemical, fluorescence polarization, uHTS; Purified CSN, SCF-Nedd8-OG deneddylation; 360,000 compounds, 0.38% hits; inhibition, % at 12.5 µM; AID 651999, 2013; COP9 signalosome complex subunit 5 (Homo sapiens), Q92905;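 active means pattern-corrected inhibition above about 35%, with an unprinted fluorescence ratio check between 0.5 and 1.5, limit read from the data, passing the limit was not always enough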;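 further: 0% = enzyme with substrate and 100% = substrate without enzyme; some results filed as inactive read as strong as hits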
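test system = HEK293T-derived human Csn5 enzyme | amount = 0.24 nM Csn5 enzyme, final concentration | medium = Tris/NaCl/DTT buffer, pH 7.5 | schedule = 90 min reaction at room temperature | signal = FP | evaluation = inhibition of Csn5 cleavage, % | compound dosing = single dose of 12.5 µM compound with 0.25% DMSO | probe or stimulus = 10 nM SCFSkp2-Nedd8OG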
STEP block – STEP phosphatase inhibitors, primary screen, biochemical, fluorescence intensity, uHTS; inhibition, % at 20 µM; recombinant STEP, OMFP fluorogenic substrate; AID 588621, 2011; Tyrosine-protein phosphatase non-receptor type 5 (Homo sapiens), P54829; 360,000 compounds, 0.25% hits;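 active means inhibition at 20 µM, scaled per plate between control wells, above about 37%, limit read from the data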;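 further: 0% = DMSO with enzyme and substrate and 100% = substrate only without enzyme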
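Test system: STEP tyrosine phosphatase / Reagent: OMFP at 25 µM / Doses: 20 µM, 1% DMSO / Read-out: percent inhibition scaled to no-enzyme and uninhibited-enzyme controls, plate-pattern corrected / Detection: FITC-channel fluorescence of OMFP product / Medium: Bis-Tris buffer pH 6.0, 2.5 mM DTT, 0.005% Tween 20 / Schedule: 20 min at room temperature, dark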
DNMT1 inh – human DNMT1 methyltransferase inhibitors, primary screen, biochemical, molecular beacon, fluorescence, HinP1I cleavage, uHTS; DNA (cytosine-5)-methyltransferase 1 (Homo sapiens), P26358; 360,000 compounds, 0.83% hits; AID 588458, 2011; inhibition (reported as % activation of signal), % at 10 µM; in the data active means inhibition above about 50%
Target sequence (P26358 504-1616 limits assumed): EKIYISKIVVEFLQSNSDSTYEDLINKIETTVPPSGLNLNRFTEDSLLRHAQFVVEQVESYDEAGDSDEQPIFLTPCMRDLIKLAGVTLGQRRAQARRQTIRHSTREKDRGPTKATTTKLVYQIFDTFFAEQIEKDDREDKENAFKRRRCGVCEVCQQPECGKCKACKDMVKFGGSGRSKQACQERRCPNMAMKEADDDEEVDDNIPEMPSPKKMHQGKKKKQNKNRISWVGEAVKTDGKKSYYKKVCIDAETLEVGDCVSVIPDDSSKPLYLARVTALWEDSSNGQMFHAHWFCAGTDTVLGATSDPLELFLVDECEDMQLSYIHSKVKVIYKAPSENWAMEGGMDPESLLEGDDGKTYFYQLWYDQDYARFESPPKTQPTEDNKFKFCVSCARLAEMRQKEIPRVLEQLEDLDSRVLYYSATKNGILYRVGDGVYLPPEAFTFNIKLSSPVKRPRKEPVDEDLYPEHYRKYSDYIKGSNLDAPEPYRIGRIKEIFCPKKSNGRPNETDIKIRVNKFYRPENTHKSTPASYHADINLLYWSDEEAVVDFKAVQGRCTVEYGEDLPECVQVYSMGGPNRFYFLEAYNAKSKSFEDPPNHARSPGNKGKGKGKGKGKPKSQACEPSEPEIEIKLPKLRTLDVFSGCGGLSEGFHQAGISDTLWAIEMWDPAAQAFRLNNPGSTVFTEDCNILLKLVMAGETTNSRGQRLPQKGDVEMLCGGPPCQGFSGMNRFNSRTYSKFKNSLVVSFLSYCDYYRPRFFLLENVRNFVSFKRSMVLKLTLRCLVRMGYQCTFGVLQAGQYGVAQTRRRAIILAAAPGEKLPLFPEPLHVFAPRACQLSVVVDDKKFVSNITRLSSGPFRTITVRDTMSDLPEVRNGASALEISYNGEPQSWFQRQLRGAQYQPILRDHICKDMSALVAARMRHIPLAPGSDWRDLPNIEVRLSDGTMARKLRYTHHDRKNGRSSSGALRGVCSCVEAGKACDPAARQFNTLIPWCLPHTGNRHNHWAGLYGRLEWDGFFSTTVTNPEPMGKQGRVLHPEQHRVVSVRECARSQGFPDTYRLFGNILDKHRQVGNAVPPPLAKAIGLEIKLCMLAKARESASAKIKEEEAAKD
LMPTP inh – LMPTP phosphatase inhibitors, primary screen, biochemical, fluorescence intensity, uHTS; AID 651560, 2012; recombinant LMPTP-A, OMFP fluorogenic substrate; inhibition, % at 20 µM; 360,000 compounds, 0.22% hits;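 active means compounds that cut the enzyme signal by at least half of the control window in the single-dose screen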;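 further: plate controls were DMSO wells with enzyme plus substrate for no effect and substrate without enzyme for full effect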
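Material: LMPTP-A; amount: 0.625 nM enzyme; doses: single 20 µM dose; times: reaction 50 min, room temperature, dark; technique: fluorescence intensity of OMFP turnover product; benchmarks: no-enzyme and uninhibited controls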
Active calls of the source: *; i = inactive; nt = no result given.

Value order – TbMetRS inhib | PABP1 MLLE inh | SUMO1 PPI mod | Rpn11 inh | NadD inh | Scp1 inh | CSN deneddyl inh | STEP block | DNMT1 inh | LMPTP inh
Cc1ccc(-c2nn(-c3ccc(F)cc3)cc2C(=O)NCC2CCCO2)cc1 (stereo not drawn)
→ -0.6 | 13 | -5 | i | -2 | -9 | -4 | 2 | 1 | 0.3
C=CC[C@@H](CC(=O)N(CCO)Cc1ccccc1)C(=O)NC[C@@H](OC(=O)[C@@H](CC=C)Cc1ccc(F)cc1)c1ccccc1
→ -0.3 | 7 | 1 | i | -4 | -4 | -3 | -2 | -13 | 2.8
CC1CN(C(=O)C(Sc2ccccc2)c2ccccc2)CC(C)O1 (stereo not drawn)
→ -0.4 | -19 | -3 | i | -5 | -5 | -14 | -2 | -4 | -1.0
COC(=O)c1[nH]nc(C(=O)OC(C)(C)C)c1-c1ccccc1
→ 0.4 | 3 | -1 | i | 4 | -7 | -1 | -3 | -2 | -2.1
c1ccc(N2CCN(c3ncccn3)CC2)cc1
→ -0.5 | 7 | -1 | i | 4 | -5 | -4 | -2 | 1 | 1.7
CC(C)C[C@H](NC(=O)N1CCn2c1nc1ccccc12)C(=O)NCC1CCCO1 (stereo partly drawn)
→ -0.3 | 1 | 3 | i | -1 | -3 | -1 | -1 | 2 | -0.3
CCc1nc2ccc(C(=O)NCCOc3ccc(OC)cc3)cn2c1N(C)C(=O)COc1ccccc1
→ -0.4 | 13 | 0 | i | 2 | nt | 4 | 1 | 0 | -3.7
Clc1nc(NC2CCCC2)nc(N2CCOCC2)n1
→ 0.0 | 8 | -2 | i | 3 | -14 | 0 | -3 | 1 | -0.7
Cc1cc(C)c(C#N)c(SCc2ccccc2C)n1
→ -1.4 | 1 | 0 | i | 3 | -3 | -4 | 2 | 4 | 2.3
COc1cc(/C=N/Nc2ccc(F)cc2F)cc(OC)c1OC
→ -0.6 | -8 | -4 | i | -6 | -9 | -2 | 2 | 0 | 0.8
CCNc1c(N)c(=O)oc2ccccc12
→ -1.3 | 2 | -8 | i | 0 | 1 | -4 | 1 | 1 | -1.8
COc1cc(N)c(Cl)cc1C(=O)OCC(=O)Nc1cccnc1Cl
→ -0.2 | 0 | 4 | i | -3 | -2 | 3 | 1 | 1 | 0.0
COc1cccc(-n2c(SCC(=O)Nc3sc4c(c3C(N)=O)CCC4)nc3ccccc3c2=O)c1
→ -0.2 | 3 | 4 | i | 32* | -5 | -1 | 3 | -6 | 2.5
COC(=O)c1ccc(C(=O)OC)c(NC(=O)CS(=O)(=O)Cc2ccccc2)c1
→ 0.0 | 17 | 2 | i | -2 | -3 | -6 | 6 | -9 | -0.7
O=C1c2ccccc2C(=O)N1Cc1ccc2c(c1)OCO2
→ -1.5 | -5 | -8 | i | -8 | -2 | 4 | 0 | -1 | 0.8
COc1ccccc1-c1noc(CCC(=O)NC2CCCCC2)n1
→ -0.4 | -3 | -1 | i | -2 | 4 | 6 | 3 | 1 | -0.9
C[C@@H](OC(=O)c1[nH]cnc1C(=O)NCc1ccc(CNC(=O)OC(C)(C)C)cc1)c1ccccc1
→ 0.6 | -12 | -3 | i | 15 | 2 | 0 | -2 | -7 | 0.4
CC1(C)Cc2c(c(-c3ccccc3)[nH]c(=O)c2C#N)CO1
→ -0.3 | 13 | -10 | i | -1 | 0 | 3 | 2 | 2 | -1.0
Cc1cc(C)n(-c2nc(C)nc3sc4c(c23)CCC(C)C4)n1 (stereo not drawn)
→ -0.8 | 5 | 7 | i | 6 | -6 | -6 | 0 | -1 | 0.1
Cc1cccc(C(=O)Nc2nnc(S(=O)(=O)N3CCCCCC3)s2)c1
→ -0.7 | -11 | 2 | i | 5 | -10 | 8 | 0 | -2 | 0.4
COC(=O)c1ccc(CNC(=O)CSc2nc3ccccc3[nH]2)cc1
→ 1.4 | 2 | 0 | i | -1 | -1 | -3 | -2 | 1 | -0.2
CCC(=O)Oc1ccc(C(=O)Nc2c[nH]c(=O)[nH]c2=O)cc1
→ -0.7 | -16 | 1 | i | 1 | -2 | -13 | -3 | 2 | -2.2
O=C(COC(=O)c1cc(NS(=O)(=O)c2cccs2)ccc1O)Nc1cc(Cl)ccc1Cl
→ -0.8 | 3 | 4 | i | 2 | 6 | 1 | 0 | 10 | -0.5
Cc1ccc(O)c(C(CC(=O)NCc2cccnc2)c2ccccc2)c1 (stereo not drawn)
→ -0.2 | -8 | 4 | i | -1 | -9 | -6 | -1 | 0 | -0.3
Cc1cc(C)nc(CC(N)=O)n1
→ -0.5 | 7 | 2 | i | 2 | -6 | 1 | 2 | 2 | -1.8
C#CCSc1nc2ccccc2n1C(=O)c1ccc(S(=O)(=O)N2CCCCC2)cc1
→ 0.1 | -54 | 0 | i | -5 | -24 | 3 | -3 | -1 | -2.1
COc1cc2c(C#N)c(N3CCCCC3)nc(N)c2c(N)n1
→ 0.2 | -12 | 52* | i | 7 | 1 | 12 | 6 | 65* | 9.5
Cc1ccc(C)c(N2CCN(C(=O)Cn3ncc4c([nH]c5ccc(C)cc54)c3=O)CC2)c1
→ 0.4 | 10 | 2 | i | 12 | -9 | 1 | 2 | 34 | 0.2
COCc1cc(C)nc(OCC(=O)N/N=C/c2ccc(C)cc2)c1C#N
→ -0.5 | -10 | -1 | i | -8 | -3 | 0 | 1 | -2 | 0.8
COc1cc(C(=O)Nc2nc(-c3cc(C)ccc3C)c(C)s2)ccc1OCC(=O)Nc1ccc(F)cc1
→ -0.3 | -19 | -15 | i | 33* | 1 | -11 | 0 | -5 | -2.9

Full records as entered above. Values in the order: TbMetRS inhib, PABP1 MLLE inh, SUMO1 PPI mod, Rpn11 inh, NadD inh, Scp1 inh, CSN deneddyl inh, STEP block, DNMT1 inh, LMPTP inh
`O=C(COC(=O)c1cc(NS(=O)(=O)c2cccs2)ccc1O)Nc1cc(Cl)ccc1Cl` reads -0.8, 3, 4, i, 2, 6, 1, 0, 10, -0.5
`Cc1ccc(-c2nn(-c3ccc(F)cc3)cc2C(=O)NCC2CCCO2)cc1` (stereo not drawn) reads -0.6, 13, -5, i, -2, -9, -4, 2, 1, 0.3
`CC1CN(C(=O)C(Sc2ccccc2)c2ccccc2)CC(C)O1` (stereo not drawn) reads -0.4, -19, -3, i, -5, -5, -14, -2, -4, -1.0

Other compounds:
Value order – TbMetRS inhib | PABP1 MLLE inh | SUMO1 PPI mod | Rpn11 inh | NadD inh | Scp1 inh | CSN deneddyl inh | STEP block | DNMT1 inh | LMPTP inh
CSc1nsc(SC)c1C(=O)O
→ -0.2 | -10 | -2 | i | 9 | -5 | 2 | 0 | -2 | -0.7
COc1ccccc1NC(=O)CN(Cc1ccco1)C(=O)c1ccc(Cl)nc1
→ -0.9 | 5 | -4 | i | -2 | 5 | 2 | 1 | 6 | 0.9
Cc1cc(OC(C)C(=O)NCc2ccncc2)c2c(C)c(C)c(=O)oc2c1 (stereo not drawn)
→ -0.8 | -8 | -5 | i | 0 | -3 | 4 | -2 | 5 | -0.1
Cc1csc(NC(=O)C2CCCN(S(=O)(=O)c3ccc4c(c3)oc(=O)n4C)C2)n1 (stereo not drawn)
→ 0.6 | 8 | 0 | i | 2 | -6 | 2 | 0 | 2 | 0.1
CN1CCN(C(=O)C2Cc3c(-c4cccc(F)c4)ccnc3O2)CC1 (stereo not drawn)
→ -1.2 | -1 | 6 | i | 2 | nt | 5 | 1 | 1 | -1.6
COc1ccc(NC(=O)C2(C)CCN2Cc2ccc(SC)cc2)cc1OC (stereo not drawn)
→ 0.4 | 2 | 2 | i | 1 | nt | -2 | -2 | -2 | 0.3
CC(C)OC(=O)c1sc2nc(-c3ccccc3)ccc2c1N
→ 0.1 | 13 | 2 | i | -3 | -3 | 1 | 0 | 5 | 1.6
COc1cccc(NC(=O)CC(=O)c2ccccc2)c1
→ -0.8 | 9 | 1 | i | -3 | -5 | -4 | -1 | -2 | -0.4
COC(=O)C(C)(C(=O)OC)c1ccc(C(F)(F)F)cc1[N+](=O)[O-]
→ 1.5 | -4 | -3 | i | -3 | 2 | -7 | 0 | 7 | -0.6
O=C(Nc1ccc(F)cc1F)c1cccc(C(=O)Nc2ccc(F)cc2F)n1
→ -0.5 | -10 | 5 | i | 1 | -5 | 2 | 1 | 42 | 8.2
CC(CCc1ccccc1)NCc1cccc2ccccc12 (stereo not drawn)
→ 1.4 | 2 | -2 | i | -3 | -1 | 1 | 1 | 7 | -0.7
Cn1cc(S(=O)(=O)N2CCN(C(=O)c3ccco3)CC2)c(=O)n(C)c1=O
→ 0.4 | -7 | -3 | i | 4 | -8 | 3 | -1 | 3 | -0.6

Results in DNMT1 inh and PABP1 MLLE inh (four entries from above):
| compound | DNMT1 inh | PABP1 MLLE inh |
| --- | --- | --- |
| COc1ccccc1NC(=O)CN(Cc1ccco1)C(=O)c1ccc(Cl)nc1 | 6 | 5 |
| Cc1cc(OC(C)C(=O)NCc2ccncc2)c2c(C)c(C)c(=O)oc2c1 (stereo not drawn) | 5 | -8 |
| Cc1csc(NC(=O)C2CCCN(S(=O)(=O)c3ccc4c(c3)oc(=O)n4C)C2)n1 (stereo not drawn) | 2 | 8 |
| CN1CCN(C(=O)C2Cc3c(-c4cccc(F)c4)ccnc3O2)CC1 (stereo not drawn) | 1 | -1 |
